FEN1 inhibitor – inhibitors of human flap endonuclease 1; AID 588795; P39748; Potency, µM (series often up to 114 µM), for inactives: at the top dose activity change, negative = inhibition, usual class: inhibitors; Recombinant FEN1 flap cleavage, fluorescence, 15 min; 390,000 tested, 0.35% active; also: nearly all actives have a fitted effect of over 65% in size
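Potency values derive from four-parameter Hill fits of normalized qHTS data. The reaction used 10 nM FEN1 preincubated 15 min at room temperature with compound, then 50 nM DNA substrate, read at 0 and 15 min.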
GCN5L2 inh – GCN5L2 (KAT2A) acetyltransferase inhibition | 390,000 tested, 0.21% active | Q92830 | Potency, µM (series often up to 58.9 µM), without a hit: top-dose activity change, negative = inhibition, hits mostly inhibitors | AID 504327 | GCN5L2 HAT assay, ThioGlo1 CoA-SH fluorescence
Target sequence (Q92830 whole entry, looked up): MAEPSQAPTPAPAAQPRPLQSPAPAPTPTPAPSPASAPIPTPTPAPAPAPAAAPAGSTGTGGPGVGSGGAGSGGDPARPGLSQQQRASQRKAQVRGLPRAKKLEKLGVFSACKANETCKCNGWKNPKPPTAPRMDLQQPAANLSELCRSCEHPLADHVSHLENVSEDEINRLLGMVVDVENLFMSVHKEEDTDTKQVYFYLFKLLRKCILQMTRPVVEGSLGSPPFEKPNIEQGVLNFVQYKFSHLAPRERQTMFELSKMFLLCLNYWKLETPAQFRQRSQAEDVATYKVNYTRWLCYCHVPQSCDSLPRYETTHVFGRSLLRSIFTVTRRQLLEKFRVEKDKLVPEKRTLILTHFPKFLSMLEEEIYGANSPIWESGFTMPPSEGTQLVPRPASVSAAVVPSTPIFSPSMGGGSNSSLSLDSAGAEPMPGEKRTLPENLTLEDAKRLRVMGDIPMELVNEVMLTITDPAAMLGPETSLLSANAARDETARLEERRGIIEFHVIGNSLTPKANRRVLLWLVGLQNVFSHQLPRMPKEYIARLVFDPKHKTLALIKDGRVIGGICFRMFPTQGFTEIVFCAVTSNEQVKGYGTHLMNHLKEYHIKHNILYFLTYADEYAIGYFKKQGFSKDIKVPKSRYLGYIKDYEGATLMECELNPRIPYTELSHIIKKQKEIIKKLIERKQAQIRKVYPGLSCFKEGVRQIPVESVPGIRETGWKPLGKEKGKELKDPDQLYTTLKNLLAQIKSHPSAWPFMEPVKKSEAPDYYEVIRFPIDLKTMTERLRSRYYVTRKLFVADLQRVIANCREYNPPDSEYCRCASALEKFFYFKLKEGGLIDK
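Free CoA generated was detected with ThioGlo1 (50uM) fluorescence at Ex340nm/Em540nm, read immediately and after 20 min at room temperature. Enzyme, 20 nM in HEPES pH 7.5 buffer, saw compounds 15 min before adding 75uM H3(1-25) peptide and 70uM acetyl-CoA.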
DT40 TDP1 CPT – growth inhibition of DT40 Tdp1-/-;hTDP1 cells with camptothecin (screen for TDP1 inhibitors); chicken DT40 Tdp1-/-;hTDP1 cells + 20 nM CPT, ATP luminescence, 48 h; Potency, µM (top dose mostly 46.2 µM), for inactives: at the highest dose activity change, negative = growth inhibition, most hits filed as inhibitors; 420,000 tested, 12% active; AID 686979; also: nearly all actives have a fitted effect of over 55% in size
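Chicken DT40 Tdp1-/- cells stably complemented with human TDP1 were seeded at 400 cells/well in medium containing 20 nM camptothecin, exposed to pin-transferred compounds, and grown at 37 °C for at least 48 hr. Viability was read as ATP luminescence.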
* hit, by the source's call; ? = inconclusive; nt = not tested or not shown; & = joins results of further samples; [ ] = dose if it differs, or a comment. Calls follow the shape of the dose curve; as a rule, active = well fitted curve in the direction sought with a large enough effect; inconclusive = small, poorly fitted or top-dose-only effect, or another doubt; inactive = no such curve, though single readings can be large; an effect the other way counts as inactive or inconclusive. % is scaled to controls: 0 for no effect and ±100 for the full control effect; potency is read from the fitted curve at half-maximal effect. The list is partial; rates above refer to the full screens.

SMILES	FEN1 inhibitor	GCN5L2 inh	DT40 TDP1 CPT
C=C[C@@H]1c2ccccc2N(S(=O)(=O)c2ccc(C)cc2)[C@H](c2ccccc2)C1(C#N)C#N	3%&-3%	-20%	7.9µM*
COc1ccc(-n2c(C)nnc2SCC(=O)N2C(C)CCCC2C)cc1 (configuration not stated)	-2%	-6%	-10%
Cc1ccc(CN2CCC(CNC(=O)c3cnn(-c4ccccc4Cl)c3C3CCN(C(=O)OC(C)(C)C)CC3)CC2)cc1	1%	1%	5.8µM*
CS(=O)(=O)c1ccc(C(=O)N(CCc2ccccc2)Cc2ccccc2)cc1	-22%	-20%	-23%
CC(O)c1nc2c(c(=O)n(C)c(=O)n2C)n1C (configuration not stated)	23%	?	5%
Cc1cc(=O)[nH]c(NC(=O)Cc2ccccc2)n1	-3%	nt	13%
CCC1(C)Cc2nc3sc(C(=O)O)c(N)c3cc2CO1 (configuration not stated)	-8%	-30%	-20%
O=C(CN1CCN(S(=O)(=O)c2ccccc2F)CC1)Nc1ccnn1C1CCCC1	-5%	-5%	?
Oc1cccc(CN2CCCCC2)c1	-3%	2%	1%
CSc1cccc(NC(=O)N2CCc3ccc(NC(=O)c4ccccn4)cc3C2)c1	-4%	-25%	?
C=CCC1(CC=C)CCCN1C(=O)CC1C(=O)NCCN1Cc1cccc(OC)c1 (configuration not stated)	-4%	?	-1%
C#C[C@]1(OC(C)=O)CC[C@H]2[C@@H]3CCC4=C[C@@H](OC(C)=O)CC[C@@H]4[C@H]3CC[C@@]21C	nt	1%	?
COCCCNC(=O)CCc1nc2cccnc2n1Cc1ccc(OC)cc1	1%	-5%	-4%
CCOC(=O)c1c(CSc2ccc(C)cc2)n(C)c2cc(Br)c(O)c(CN(C)C)c12	?	-5%	?
COC(=O)COc1ccccc1C(=O)Nc1ccc(OC)cc1	-12%	0%	-1%
CCOC(=O)COc1nc2c(c(-c3ccco3)c1C#N)CCc1ccccc1-2	-12%	-11%	15%
CC(C)c1ccc(C2/C(=C(\O)c3ccc4c(c3)OCCO4)C(=O)C(=O)N2CCN2CCOCC2)cc1 (configuration not stated)	15%	-4%	-21%
CCOc1ccc(Cn2nnc(C(=O)NCCc3ccc(Cl)cc3)c2N)cc1	-4%	-2%	-18%
O=C(CN1CCCCC1)NC(=O)NC1CCCC1	-7%	-13%	0%
CCCCNC(=O)C1C2C=CC(C2)C1C(=O)O (configuration not stated)	-3%	-7%	6%

Reformatted with two lines to a compound: two of the compounds above
Value order – FEN1 inhibitor, GCN5L2 inh, DT40 TDP1 CPT
> O=C(CN1CCN(S(=O)(=O)c2ccccc2F)CC1)Nc1ccnn1C1CCCC1
→ -5%, -5%, ?
> Oc1cccc(CN2CCCCC2)c1
→ -3%, 2%, 1%

Further structures.
SMILES	FEN1 inhibitor	GCN5L2 inh	DT40 TDP1 CPT
COc1ccc(NC(=S)NCc2cccs2)cc1OC	-20%	-12%	-20%
CCN(CC)CCNC(=O)c1cn(CCOC)c(=O)c2c1c1ccccc1n2C	0%&-6%	-2%&-7%	?
CCOC(=O)C1=C(C)N(C[C@@H]2CC[C@@H](Cc3ccc4cc(OC)ccc4c3)O2)C(=O)NC1c1ccccc1 (some centres not stated)	-7%	-8%	21µM*
Cc1ccc(-n2nnnc2SCC(=O)c2c(N)n(C3CC3)c(=O)[nH]c2=O)c(C)c1	1%	2%	?
O=C1Nc2ccccc2C(=O)N2[C@H](c3ccc(F)cc3)[C@@H]3C(=O)N(Cc4ccccc4)C(=O)[C@@H]3[C@H]12	-2%	3%	-23%
O=C1CSC(=Nc2ccccc2Cl)N1	0%	-5%	-12%
Cc1cccc(CNc2ncncc2-c2cccc(NS(C)(=O)=O)c2)c1	nt	-15%	-21%
Cc1ccc2c(cnn2C(=O)CCC(=O)NC2CCCCC2)c1	-9%	0%	1%
O=c1cc(-c2ccc(O)c(O)c2)oc2cc(O[C@@H]3O[C@H](CO)[C@@H](O)[C@H](O)[C@H]3O)cc(O)c12	?	-11%&1%	11%
COCCNC(=S)N/N=C(\C)c1ccc(Cl)c(Cl)c1Cl	-1%	-1%	4.1µM*
CCOC(=O)N1CCN(C(=O)CSc2ccc3nnc(-c4cccnc4)n3n2)CC1	15%	-14%	?
CCc1ccc(NC(=O)c2onc(C)c2Cl)cc1	12%	-4%	-5%
Cc1cc(C)nc(Nc2ccc(O)cc2)n1	19%	-2%	-19%
O=C(NC1CCCC1)c1csc2c1CCCC2	-6%	-1%	-24%
CCCCOc1ccc(C(=O)N2CCC(c3nc4ccccc4o3)CC2)cc1	4%	-6%	?
O=C(NCCCn1ccnc1)/C(=C\c1cccnc1)NC(=O)c1ccco1	14%	-4%	-19%
COC(=O)Cc1ccc(OC(=O)c2cccc(S(=O)(=O)N3CCN(C)CC3)c2)cc1	2%	-1%	6%
Cc1cccc(CCNC(=O)Cn2ncc3c(=O)oc4ccccc4c32)c1	10%	0%	?
CCCc1nc(SCC(=O)Nc2nnc(CC)s2)c2c(C)c(C)sc2n1	0%	-2%	?
CCOc1ccccc1Nc1nnc(SCC(=O)Nc2cc(C)on2)s1	-6%	-5%	-29%
CCOCCCN(C)C1CCN(C(=O)c2oc3ccccc3c2NC(=O)c2ccc([N+](=O)[O-])cc2)CC1	-12%	3%	-21%
CC(C)/C=C1\CC/C(=C\c2ccc(N(C)C)cc2)C1=O	-11%	1%	-28%
COc1ccccc1C(CCN(Cc1ccccc1)C(C)=O)c1ccco1 (configuration not stated)	8%	-3%	?
COc1ccc(N2CCN(C(=O)CSc3nnnn3C3CC3)CC2)cc1	-1%	3%	-17%
CC(C)C(=O)NCCc1nc(-c2ccccc2Cl)no1	24%	nt	-6%
CC(=O)Nc1cc(C(=O)OCC(=O)c2ccc(C)cc2)ccc1C	5%	-11%	0%
O=C(O)CSc1c2c(nc3cc(C(=O)Nc4ccc(F)c(Cl)c4)ccc13)CCCC2	?	-21%	-2%
Cc1ccc(S(=O)(=O)N2CCCCC2)cc1NC(=O)Cn1c(=O)cnc2ccccc21	-6%	-2%	-22%
N#Cc1cc(Cl)c(NCC2CCCO2)cc1C#N (configuration not stated)	9%	-9%	-14%
CNC(=S)N(CCc1c(C)[nH]c2ccc(Cl)cc12)Cc1cccnc1	-5%	?	-1%
O=C(CNC(=O)c1ccc2ccccc2c1)NCc1ccc(F)cc1	0%	-1%	?
CC(C)(C)c1cc(-c2ccccc2)n[nH]1	16%	?	-6%
COc1ccc(N2CCN(C(=O)C3CCN(S(=O)(=O)c4cn(C)cn4)CC3)CC2)cc1	17%	34%[activator]	-5%
Cc1ccc(C(=O)O)cc1NC(=O)CN1C(=O)C2C3c4ccccc4C(Br)(c4ccccc43)C2C1=O (configuration not stated)	0%	2%	-6%
Cc1c(Cl)cccc1-n1ncc(C(=O)Nc2ccc(F)cc2F)c1C1CCN(C(=O)OC(C)(C)C)CC1	-17%	-2%	?
CC(C)c1nnc(NC(=O)CCC(=O)N2CCN(c3cccc(Cl)c3)CC2)s1	-20%	-1%	?
COc1ccccc1CCc1nnc(CCC(=O)N(C)Cc2cccc3cnccc23)o1	-10%	-6%	?
O=C(COC(=O)Cc1ccccc1[N+](=O)[O-])NCc1ccccc1Cl	-4%	3%	-3%
COc1ccc(-c2nc(C(=O)Nc3cccc(C(C)=O)c3)nn2-c2ccc(Cl)cc2)cc1	-4%	-3%	?
Cc1ccc(NC(=O)c2c(C(F)(F)F)nn(C)c2SCc2cccc(C(F)(F)F)c2)cc1C	-15%	-17%	7.3µM*

21 compounds already listed, arranged by molecular weight, lowest first:
SMILES	FEN1 inhibitor	GCN5L2 inh	DT40 TDP1 CPT
O=C1CSC(=Nc2ccccc2Cl)N1	0%	-5%	-12%
CCCCNC(=O)C1C2C=CC(C2)C1C(=O)O (configuration not stated)	-3%	-7%	6%
COc1ccc(NC(=S)NCc2cccs2)cc1OC	-20%	-12%	-20%
CC(=O)Nc1cc(C(=O)OCC(=O)c2ccc(C)cc2)ccc1C	5%	-11%	0%
COCCNC(=S)N/N=C(\C)c1ccc(Cl)c(Cl)c1Cl	-1%	-1%	4.1µM*
Cc1cccc(CCNC(=O)Cn2ncc3c(=O)oc4ccccc4c32)c1	10%	0%	?
Cc1cccc(CNc2ncncc2-c2cccc(NS(C)(=O)=O)c2)c1	nt	-15%	-21%
CNC(=S)N(CCc1c(C)[nH]c2ccc(Cl)cc12)Cc1cccnc1	-5%	?	-1%
CCOc1ccccc1Nc1nnc(SCC(=O)Nc2cc(C)on2)s1	-6%	-5%	-29%
CCN(CC)CCNC(=O)c1cn(CCOC)c(=O)c2c1c1ccccc1n2C	0%&-6%	-2%&-7%	?
CCCc1nc(SCC(=O)Nc2nnc(CC)s2)c2c(C)c(C)sc2n1	0%	-2%	?
CSc1cccc(NC(=O)N2CCc3ccc(NC(=O)c4ccccn4)cc3C2)c1	-4%	-25%	?
COC(=O)Cc1ccc(OC(=O)c2cccc(S(=O)(=O)N3CCN(C)CC3)c2)cc1	2%	-1%	6%
O=C(CN1CCN(S(=O)(=O)c2ccccc2F)CC1)Nc1ccnn1C1CCCC1	-5%	-5%	?
C=C[C@@H]1c2ccccc2N(S(=O)(=O)c2ccc(C)cc2)[C@H](c2ccccc2)C1(C#N)C#N	3%&-3%	-20%	7.9µM*
Cc1ccc(S(=O)(=O)N2CCCCC2)cc1NC(=O)Cn1c(=O)cnc2ccccc21	-6%	-2%	-22%
COc1ccc(-c2nc(C(=O)Nc3cccc(C(C)=O)c3)nn2-c2ccc(Cl)cc2)cc1	-4%	-3%	?
O=c1cc(-c2ccc(O)c(O)c2)oc2cc(O[C@@H]3O[C@H](CO)[C@@H](O)[C@H](O)[C@H]3O)cc(O)c12	?	-11%&1%	11%
Cc1ccc(NC(=O)c2c(C(F)(F)F)nn(C)c2SCc2cccc(C(F)(F)F)c2)cc1C	-15%	-17%	7.3µM*
CCOC(=O)c1c(CSc2ccc(C)cc2)n(C)c2cc(Br)c(O)c(CN(C)C)c12	?	-5%	?
CC(C)c1ccc(C2/C(=C(\O)c3ccc4c(c3)OCCO4)C(=O)C(=O)N2CCN2CCOCC2)cc1 (configuration not stated)	15%	-4%	-21%

(list continues)
SMILES	FEN1 inhibitor	GCN5L2 inh	DT40 TDP1 CPT
O=C(Cc1ccccc1F)Nc1cc(Cl)ccc1N1CCCC1	2%	0%	-24%
CCOC(=O)c1c(-c2ccccc2)csc1NC(=O)C(C)NCCCN1CCOCC1 (configuration not stated)	0%	-15%	?
O=C(O)c1ccccc1-n1cccc1C(=O)O	3%	-1%	2%
O=C(NCc1ccccc1)N1CCN(c2ccccc2F)CC1	1%	-23%	?
O=C1c2cccc3cccc(c23)C(=O)N1c1ccc(O)cc1	-28%	-9%	-1%
CC(=O)OCC1OC(c2ccccc2)C(OC(C)=O)C(OC(C)=O)C1OC(C)=O (configuration not stated)	0%	-4%	11%
CN1CCN(C2CCCCC2NS(=O)(=O)c2ccc(Cl)cc2)CC1 (configuration not stated)	-9%	-2%	-17%
Cc1ccc(Cn2ccc(NC(=O)c3cc(-c4ccccc4)on3)n2)cc1	-1%	1%	-4%
CCOP(=O)(c1ccccc1)c1nc(-c2ccccc2C)oc1NCc1ccccc1 (configuration not stated)	14%	-2%	?
CCOc1ccccc1CN1CCc2nc(Nc3ccc4c(c3)OCCO4)ncc2C1	-19%	-25%	?
COc1ccc(CCNc2ncnc3c2cnn3-c2ccc(F)cc2)cc1	-12%	-1%	?
COc1ccc(C(=O)NCC(=O)OCC(=O)Nc2ccc(C)c(S(=O)(=O)N(C)C)c2)cc1OC	-7%	-15%	11%
CCOC(=O)c1c(-c2ccc(C)cc2)csc1NC(=O)c1nc(SC(C)C)ncc1Cl	3%	-15%	0%
CN(CC(=O)Nc1ccc(S(=O)(=O)N2CCOCC2)cc1)Cc1ccc(F)cc1	6%	-6%	?
O=C(COc1cccc2cccnc12)NCC(F)(F)F	7%	0%	-18%
COc1ccc([N+](=O)[O-])cc1N(CC(O)CN(C)C)S(=O)(=O)c1ccccc1 (configuration not stated)	10%	0%	-30%
CN(C)c1cccc(C(=O)OCC(=O)NCc2ccco2)c1	-1%	-5%	-10%
